Assay outcomes: PubChem, National Center for Advancing Translational Sciences (NCATS)
FBPA Giardia inh – Giardia lamblia aldolase inhibition. A8B2U2. purified Giardia FBPA. Potency, µM (doses to about 59.6 µM), inactives show top-dose activity, negative = inhibition, usual class: inhibitors. 0.71% of 290,000 active; note: potency is the fitted concentration of half-maximal effect; % is set by controls: 0 for no effect and ±100 for the full control effect; nearly all actives have a fitted effect of over 55% in size
Target sequence (A8B2U2 whole entry, looked up): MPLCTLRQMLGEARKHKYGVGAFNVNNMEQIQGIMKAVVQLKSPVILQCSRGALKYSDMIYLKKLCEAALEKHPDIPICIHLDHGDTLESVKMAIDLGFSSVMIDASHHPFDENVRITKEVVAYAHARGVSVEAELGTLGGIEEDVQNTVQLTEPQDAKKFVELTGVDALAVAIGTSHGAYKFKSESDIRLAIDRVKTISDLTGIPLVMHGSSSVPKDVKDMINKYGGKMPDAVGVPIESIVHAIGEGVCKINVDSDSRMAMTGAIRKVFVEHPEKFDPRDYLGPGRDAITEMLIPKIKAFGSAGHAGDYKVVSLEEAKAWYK
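40 nM FBPA preincubated 10 min at RT with compound (up to 57.5 uM final), then substrate plus GAPDH/TPI/NAD/arsenate coupling and diaphorase/resazurin added. Fluorescence read after 20 min at RT, 525/598 nm.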
HCV inhibitor – inhibitors of hepatitis C virus infection | Huh7.5.1 HCVcc-Cre infection, luciferase reporter, 44 h | Potency, µM (highest dose often 41.8 µM), inactives show at the highest dose activity change, negative = inhibition, usual class: inhibitors | 3.4% of 340,000 active | AID 651820; note: potency is the fitted concentration of half-maximal effect; % is set by controls: 0 for no effect and ±100 for the full control effect
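Reporter virus HCVcc-Cre (~0.5 moi) infects cells exposed to compound; seeding density 1,000 cells/well with 4 h settling beforehand. Luminescence, 15 sec read, taken 44 h post-infection following a 15 min RT substrate incubation.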
Pf growth 48h – P. falciparum growth inhibition at 48 hours (one generation); P. falciparum luciferase growth in erythrocytes, 48 h; Potency, µM (series often up to 28.7 µM), for the others: at the highest dose activity change, negative = inhibition, most hits filed as inhibitors; 5.9% of 310,000 active; AID 504832; note: potency is the fitted concentration of half-maximal effect; % is set by controls: 0 for no effect and ±100 for the full control effect
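Luciferase-expressing P. falciparum in infected erythrocytes (2% hematocrit, 0.1% parasitemia final) in RPMI 1640/0.5% Albumax were exposed to compound for 48 hours at 37 C, 5% CO2; growth read as luminescence.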
CHX counter – counter-screen for Shiga toxin inhibitors: cycloheximide protein synthesis inhibition; cell reporter, cycloheximide protein synthesis inhibition counterscreen; 12% of 300,000 active; max response, %; AID 2314; in the data active = max response mostly above about 13%, no sharp cut-off; inactive = mostly below about 14%; note: read at 38.3 µM for the half of the compounds with a filed dose; 0% is about no effect
Shiga toxin inh – inhibitors of Shiga toxin in Vero cells; Vero cells, Shiga toxin protein synthesis inhibition reporter; inhibition, % at 38.7 µM; 9.2% of 290,000 active; AID 2315; in the data active = inhibition mostly above about 28%, no sharp cut-off; inactive = mostly below about 43%; note: 0% is about no effect
Pf growth 96h – inhibits malaria parasite growth, 96 h; P. falciparum luciferase reporter growth, 96 h; Potency, µM (top dose mostly 28.7 µM), inactives show at the highest dose activity change, negative = inhibition, hits mostly inhibitors; 6.9% of 320,000 active; note: potency is the fitted concentration of half-maximal effect; % is set by controls: 0 for no effect and ±100 for the full control effect
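Two-generation exposure (96 h) targets delayed-death phenotype. Reporter parasites carrying integrated firefly luciferase, in red cells at 2% hematocrit and 0.05% parasitemia final, kept at 37 C, 5% CO2; luminescence loss indicates inhibition.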
Starred values were filed as active, the others as inactive; ? = inconclusive; . = not tested or not shown; & = joins results of further samples; [ ] = remark or other dose. Unless noted, calls come from the whole dose curve; as a rule, active = well fitted curve in the direction sought with a large enough effect; inconclusive = small, poorly fitted or top-dose-only effect, or another doubt; inactive = no such curve, though single readings can be large; an effect the other way counts as inactive or inconclusive.

structure | FBPA Giardia inh | HCV inhibitor | Pf growth 48h | CHX counter | Shiga toxin inh | Pf growth 96h
O=C(NCc1ccccc1)c1cc(-n2cnnc2)ccc1Cl | -6% | 18% | 10% | -2 | -35 | 18%
CN(C)S(=O)(=O)N(CC(=O)N1CCOCC1)c1ccccc1 | 0% | 21% | . | -4 | -20 | ?
O=C(NCCCn1ccnc1)c1cccc(S(=O)(=O)Nc2ccccc2F)c1 | 2% | -2% | -17% | 2 | -9 | 0%
Cc1cccc(C)c1N=C1NN=C(c2ccccc2F)CS1 | 5% | ? | -2% | 7 | 14 | ?
CC1CCN(C(=O)c2scc3c2OCCO3)CC1 | -1% | 1% | 0% | 1 | -3 | ?
Cc1ccc(NNc2c(C)nc3ccccc3nc2=O)cc1 | 3% | -9% | 16% | 13 | 29 | 19%
Cc1ccc(S(=O)(=O)N2CCCC2C(=O)OCc2ccccc2)cc1 (stereo not drawn) | 1% | 36%[activator] | 11% | -3 | -2 | 19%
CCN(C(=O)COC(=O)COc1ccc2c(C)cc(=O)oc2c1)C1CCS(=O)(=O)C1 (stereo not drawn) | 9% | 2% | 26% | -2 | 24 | 2%
CC(=O)c1c(C)[nH]c(C(=O)Nc2cccc(C)c2C)c1C | -11% | -10% | 5% | -1 | 17 | 17%
CCOC(=O)CSC1=C(C#N)C(=O)NC(c2ccc(OC)cc2)S1 (stereo not drawn) | -23% | 12% | 12% | 0 | -4 | .
CCOc1ccc(CC(=O)NNC(=S)NC2CCCCC2)cc1OCC | 0% | -9% | -5% | -1 | -6 | -1%
COc1ccc(CCn2nnc(-c3ccc(NC(C)=O)c(Cl)c3)n2)cc1 | 4% | -14% | 5% | -1 | -4 | ?
CCOC(=O)c1c(NC(=O)c2cc(C(C)C)on2)sc(C(C)=O)c1C | 3% | -25% | . | -1 | -5 | -41%
Cc1ccnc(NS(=O)(=O)c2ccc3c(c2)CCO3)c1 | 3% | . | 15% | 11 | -7 | 13%
COc1ccc(-c2csc3nc(-c4cccnc4)nc(Cl)c23)cc1OC | 1% | ? | 12µM* | 4 | -8 | 6.6µM*
C/C=C(\C)C(=O)NCCN1C2=NC[C@H](Cc3ccc(O)cc3)N2C[C@@H]1Cc1ccc(OC)cc1 | -2% | -4% | ? | 0 | -6 | ?
Cc1ccc(-c2nnc(NC(=O)CCS(=O)(=O)c3ccc(F)cc3)o2)c(C)c1 | . | 5% | 12% | . | . | 15%
COc1ccccc1OCCNC(=O)c1ccccc1OCc1c(C)noc1C | . | 10% | -25% | . | . | ?
COc1ccc2ccc(=O)oc2c1CC=C(C)C | 9%&2% | -8% | -4% | -4 | -18 | -19%
O=c1cc(O)nc(SC23CC4CC(CC(C4)C2)C3)[nH]1 | 5% | 20% | 9% | -3 | -1 | 13%
CCOc1ccc(C2c3cc(OC)c(OC)cc3CC(=O)N2c2ccc(OC)cc2)cc1 (stereo not drawn) | 4% | ? | ? | 1 | -1 | ?
O=c1cc(-c2ccccc2)[nH][nH]1 | 1% | 23% | -4% | 1 | 14 | -13%
CCCCN(C)S(=O)(=O)c1ccc(C(=O)N(CCN(C)C)c2nc3ccc(C)cc3s2)cc1 | 7% | 14% | 11% | 20* | 44* | 46%[activator]
N/C(=N\NC(=O)c1sccc1OCc1ccc(Cl)cc1Cl)c1ccccn1 | 1% | ? | 3.3µM* | 3 | -5 | ?
CC(=O)Nc1cccc(NC(=O)COc2nncc3ccccc23)c1 | -1% | 6% | 24% | -2 | -17 | 21%
CC(C)c1ccc(C(CC(=O)O)N2Cc3ccccc3C2=O)cc1 (stereo not drawn) | -2% | 13% | -15%[0.00184 µM] | -4 | -13 | 28%
O=C(Cc1ccccc1)Oc1ccc(N2C(=O)CCC2=O)cc1 | -1% | -1% | 18% | 8 | -13 | .
Cc1ccc(N(Cc2cc3ccc(C)cc3[nH]c2=O)C(=O)c2ccco2)cc1 | 1% | -27% | -11% | -1 | -3 | 239%[activator]
CCCN(CC(=O)Nc1ccccc1Br)CC(=O)Nc1ccc(F)c(F)c1F | 2% | ? | ? | 7 | 4 | -20%
CCOC(=O)C1=C(CNCc2ccccc2Cl)NC(=O)NC1c1ccc2c(c1)OCO2 (stereo not drawn) | -5% | ? | ? | -2 | -24 | 14%
COc1ccc(C(=O)N/N=C/c2sc3ccccc3c2O)cc1 | -15% | ? | ? | 40* | 116* | ?
CCCNC(=O)COC(=O)c1ccc(N2CCCC2)c([N+](=O)[O-])c1 | 0% | -8% | 18% | 20 | 20 | 21%
Cc1ccc(NC(=O)NC(=O)CSc2n[nH]c(N)n2)c(C)c1 | 6% | 15% | 25% | 6 | 13 | 35%[activator]
CC(=O)NCC(=O)N(C)C(C(=O)Nc1ccc(C(C)C)cc1)c1ccccc1 (stereo not drawn) | 2% | 25% | 3% | 6 | 3 | -18%
CCc1cccc2c(C(=O)CCl)c[nH]c12 | 3% | 2% | -8% | 3 | -24 | ?
COc1ccc(CCNC(=O)CCc2nc3ccccc3[nH]2)cc1OC | 0% | 8% | 2% | 1 | -12 | -3%
O=C(COC(=O)c1ccccn1)NCCCc1ccccc1 | 1% | 13% | 40%[activator] | 16 | -5 | 0%
CC(NC(=O)c1ccc(-c2ccccc2)cc1)C(c1ccccc1)N1CCOCC1 (stereo not drawn) | . | 20% | 7.4µM* | . | . | 10µM*
CCSc1nnc(NC(=O)c2csc3c2CCC(C)C3)s1 (stereo not drawn) | 14% | 7% | 7% | 0 | -7 | .
Oc1ccc(/C=N/Nc2nc(N3CCCCCC3)nc(N3CCCCCC3)n2)c(O)c1 | -5% | ? | ? | 6 | 4 | 19%
O=C(c1ccc2ccccc2c1)N1CCN(Cc2ccccc2)CC1 | 0% | -21% | 63%[activator] | 28* | 82* | 80%[activator]
Cc1cc(C)n(C(=O)COc2ccc([N+](=O)[O-])cc2)n1 | 1% | 9% | -2% | 0 | 9 | 12%
Cc1cc(C=O)c(C)n1-c1ccc(Cl)c(C(=O)O)c1 | -1% | 6% | 64%[activator][5.75 µM] | -4 | 23 | 13%
COc1ccc(C(=O)C2CCCN(C(=O)c3cccc(N4CCCC4=O)c3)C2)cc1OC (stereo not drawn) | 11% | -3% | ? | -2 | 7 | -1%
CCS(=O)(=O)N1CCC(c2nc(-c3ccc(C(F)(F)F)cc3)no2)CC1 | -1% | ? | -15% | 0 | -17 | -13%
O=C(Cc1cccc(Cl)c1)Nc1ccc(Br)cc1 | -1% | -16% | 8% | 17* | 26 | 19%
Cc1cc(C)n(CCNc2nc3nonc3nc2N2CCCCC2)n1 | 0% | -15% | 0% | -2 | -8 | 33%[activator]
CC(=O)Nc1ccc([N+](=O)[O-])c(CS(=O)(=O)c2ccc(C)cc2)c1[N+](=O)[O-] | 6% | 13% | ? | 7 | -8 | ?

Some of these compounds in order of molar mass, ascending.
structure | FBPA Giardia inh | HCV inhibitor | Pf growth 48h | CHX counter | Shiga toxin inh | Pf growth 96h
Cc1cc(C)n(C(=O)COc2ccc([N+](=O)[O-])cc2)n1 | 1% | 9% | -2% | 0 | 9 | 12%
O=C(Cc1cccc(Cl)c1)Nc1ccc(Br)cc1 | -1% | -16% | 8% | 17* | 26 | 19%
O=C(c1ccc2ccccc2c1)N1CCN(Cc2ccccc2)CC1 | 0% | -21% | 63%[activator] | 28* | 82* | 80%[activator]

Going on with the list:
structure | FBPA Giardia inh | HCV inhibitor | Pf growth 48h | CHX counter | Shiga toxin inh | Pf growth 96h
COc1ccc(OCC(O)CNCCOc2ccccc2OC)c(C(C)(C)C)c1 (stereo not drawn) | ? | 18µM* | 4.7µM* | -4 | -7 | 3.7µM*
CC(=O)C1CCC2C3CCC4=CC(=O)CC[C@]4(C)[C@@]3(F)C(O)C[C@]12C (stereo partly drawn) | 1% | -2% | ? | -3 | 12 | ?
O=S(=O)(NCc1csc(-c2cccs2)n1)c1cccc(C(F)(F)F)c1 | -16% | ? | 33%[activator] | -3 | 9 | 26%
C/C(=N\NC(=O)c1ccc(Cl)cc1)c1cccs1 | -5% | 0% | 200%[activator] | 19* | 57* | 87%[activator]
C/C(CC(=O)NCCCN1CCOCC1)=N\NC(=O)COc1ccc(C)cc1 | -3% | 23% | 11% | 9 | -15 | 27%
c1coc(CN2CNc3nc4ccccc4n3C2)c1 | -4% | 2% | -1% | -2 | 4 | -3%
O=C(NCc1ccccc1)C1CCCN(C(=O)NCc2ccccc2)C1 (stereo not drawn) | 1% | 15% | 11% | -2 | -3 | 10%
COc1ccc2c(CC(=O)NCC3CCC(C(=O)O)CC3)cc(=O)oc2c1 (stereo not drawn) | 6% | 6% | -12% | -2 | -8 | -15%
Cc1cc(SCC(=O)NCCN2C(=O)CSC2=O)nc2c(C)cccc12 | -2% | ? | -10% | 0 | -3 | 8%
CCn1c(SC(C)C(=O)Nc2ccc(N3CCOCC3)cc2)nnc1C1CC1 (stereo not drawn) | . | 4% | ? | . | . | -20%
CCOCCn1ccc2c(OCC(=O)NCc3ccccc3)cccc2c1=O | . | 17% | ? | . | . | -23%
Cn1c(CC(=O)NNC(=O)c2ccc(F)cc2F)nc2ccccc21 | . | ? | ? | . | . | ?
C/C(=N\NC(=O)c1nnn(-c2nonc2N)c1-c1cccs1)c1cccc(O)c1 | -2% | -3% | 4% | -5 | -7 | 4%
COc1ccc(C2=Nc3ccc(Br)cc3C(c3ccccc3)N2CC(=O)NN)cc1 (stereo not drawn) | 2% | 12% | 13µM* | -1 | -9 | 0%
CCOC(=O)c1c(-c2ccccc2)oc2cc(Br)c(O)c(C=O)c12 | -9% | ? | 9.3µM* | 6 | 3 | ?
NS(=O)(=O)c1ccc(NC(=O)CSc2nc3c(cnn3-c3ccccn3)c(=O)[nH]2)cc1 | . | 13% | 5% | . | . | -1%
CCOC(=O)c1sc(NC(=O)CSc2ncccn2)c(C#N)c1C | -2% | -30%&0% | 10% | -3 | 7 | -22%
O=S(=O)(Nc1cc(S(=O)(=O)N2CCCC2)ccc1O)c1ccc(Cl)s1 | . | 18% | -22% | . | . | 11%
COc1ccc(C(=O)c2sc(Nc3ccccc3F)nc2N)cc1 | 5% | ? | . | 41* | 86* | 6%
Cc1cc(C(=O)N2CCCC2)n[nH]1 | 2% | 11% | ? | -2 | -2 | 5%
CN1CCC(N(C)C(=S)NC(=O)C23CC4CC(CC(C4)C2)C3)CC1 | -28% | ? | -5% | 1 | -11 | 15%
CSc1cccc(NC(=O)CCS(=O)(=O)c2cccc3nonc23)c1 | 0% | 10% | 10% | -2 | 17 | 204%[activator]
COC(=O)c1cc(NC(=O)c2ccc(-c3ccccc3)cc2)ccc1Cl | 1% | 10µM* | -2% | -1 | 15 | -10%
COc1ccc2[nH]c3c(c2c1)CCn1c-3nc2ccccc2c1=O | 3% | -5% | 284%[activator] | 38* | 97* | ?
COCCNc1nc2nonc2nc1NC(C)c1ccccc1Cl (stereo not drawn) | -3% | -27% | -8% | 1 | -25 | ?
CN(C(=O)C1CCCO1)c1nnc(-c2ccncc2)s1 (stereo not drawn) | 6% | 8% | 20% | 10 | -4 | 217%[activator]
CN(C)S(=O)(=O)c1cc(C(=O)Nc2ccn(C)n2)c(Cl)cc1Cl | . | -11% | -17% | . | . | -23%
[O-][n+]1onc2c1CCc1c-2nn(-c2ccccc2Cl)[n+]1[O-] | -13% | -2% | ? | -6 | -14 | ?
CN1CCN(C2Cc3ccccc3Sc3ccc(S)cc32)CC1 (stereo not drawn) | 0% | . | . | -4 | -10 | .
COc1cccc(/C(O)=C/c2nc3ccc(C(=O)NCCc4cccc(C)c4)cc3[nH]c2=O)c1 | 6% | ? | 8.3µM* | 14 | -7 | -10%
Cc1cc(O)c(C(C)C)cc1C1(c2cc(C(C)C)c(O)cc2C)OC(=O)c2ccccc21 | -14% | 5.6µM* | 2.1µM* | -3 | -14 | 1.2µM*
Cc1noc(C)c1COc1ccc(C(=O)N2CCN(S(=O)(=O)c3ccccc3)CC2)cc1 | . | -20% | ? | . | . | ?
